FLuc inh counter = firefly luciferase enzyme inhibitors, primary screen, artefact control for luciferase-based inhibitor screens, biochemical, luminescence, ATPLite; 10 min; AID 1006, 2008; Luciferin 4-monooxygenase (Photinus pyralis), P08659; inhibition, % at 10 µM; 1.5% of 200,000 active;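 active means inhibition above about 50% when tested at 10 µM, limit read from the data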
TNAP inh noacc = human TNAP enzyme inhibitors, primary screen, biochemical, luminescent, no phosphate acceptor, uHTS; 0.26% of 200,000 active; inhibition, % at 20 µM; purified TNAP, CDP-star luminescence, 30 min; Alkaline phosphatase, tissue-nonspecific isozyme (Homo sapiens), P05186; AID 1012, 2008;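 active means tissue-nonspecific alkaline phosphatase inhibition above about 50% at 20 µM in the single-dose screen, limit read from the data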;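 further: 0% = DMSO negative control and 100% = EDTA positive control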
Target sequence (P05186 whole entry, looked up): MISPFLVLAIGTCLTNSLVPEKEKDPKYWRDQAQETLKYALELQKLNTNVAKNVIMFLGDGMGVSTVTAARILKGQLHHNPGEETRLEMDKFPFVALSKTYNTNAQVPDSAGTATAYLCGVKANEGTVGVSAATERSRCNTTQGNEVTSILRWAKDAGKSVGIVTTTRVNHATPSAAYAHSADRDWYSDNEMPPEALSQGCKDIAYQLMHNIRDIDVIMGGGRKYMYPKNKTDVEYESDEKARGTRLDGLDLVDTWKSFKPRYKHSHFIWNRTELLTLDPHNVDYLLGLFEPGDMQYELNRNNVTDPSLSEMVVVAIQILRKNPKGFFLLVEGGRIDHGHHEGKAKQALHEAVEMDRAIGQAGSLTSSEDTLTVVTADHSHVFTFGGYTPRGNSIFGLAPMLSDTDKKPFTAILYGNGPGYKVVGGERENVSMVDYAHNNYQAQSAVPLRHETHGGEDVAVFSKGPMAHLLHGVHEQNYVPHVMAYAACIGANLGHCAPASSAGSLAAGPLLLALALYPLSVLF
PMI activator = activators of human PMI, primary screen, biochemical, fluorescence intensity, near-Km mannose 6-phosphate; 0.005% of 190,000 active; activation factor at 20 µM; purified human PMI, coupled resazurin fluorescence, 20 min; active compounds read high; 1 = vehicle control, 0 substrate-free wells;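 active means activation factor of 2 or more at 20 µM, relative to plate controls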
Target sequence (P34949 whole entry, looked up): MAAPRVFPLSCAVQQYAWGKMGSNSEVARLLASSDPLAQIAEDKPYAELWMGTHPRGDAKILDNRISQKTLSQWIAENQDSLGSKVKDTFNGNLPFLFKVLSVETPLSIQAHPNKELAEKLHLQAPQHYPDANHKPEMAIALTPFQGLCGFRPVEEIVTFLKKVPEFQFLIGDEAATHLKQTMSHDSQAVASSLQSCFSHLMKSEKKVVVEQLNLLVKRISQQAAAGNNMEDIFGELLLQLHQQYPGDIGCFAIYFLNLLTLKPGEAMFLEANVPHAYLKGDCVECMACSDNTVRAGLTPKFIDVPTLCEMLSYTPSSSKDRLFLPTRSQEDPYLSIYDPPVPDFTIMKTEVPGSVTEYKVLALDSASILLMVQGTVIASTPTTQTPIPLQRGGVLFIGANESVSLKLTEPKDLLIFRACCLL
PMI act hi M6P = human PMI activators, high substrate, primary screen, biochemical, fluorescence intensity, near-saturating mannose 6-phosphate. coupled PMI enzyme assay, resazurin fluorescence, 20 min; active compounds read high; 1 = untreated enzyme, 0 = substrate-free blank. activation factor at 20 µM. 0.34% of 190,000 active;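 active means activation factor of 2 or more at 20 µM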
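assay system = human phosphomannose isomerase with PGI, G6PDH, diaphorase coupling enzymes | quantity = 15 ng/mL PMI | incubation = enzyme reaction with compound 20 min at room temperature | medium = HEPES pH 7.4 buffer with MgCl2 and Tween-20 | compound dosing = one concentration, 20 µM, in 1% DMSO | measured by = Diaphorase-driven resazurin-to-resorufin fluorescence, excitation 544, emission 590 nm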
FLuc act counter = FLuc activators, initial screening, artefact control for FLuc-dependent activation tests, biochemical, ATPlite luminescence | Luciferin 4-monooxygenase (Photinus pyralis), P08659 | ATPlite luciferase biochemical, 10 min; 0 = ATP-free wells, 1 = DMSO control | activation factor at 10 µM | 200,000 tested, under 10 active;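 active means luciferase activation factor, scaled between plate controls, of at least 2 with compound at 10 µM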
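Assay system: Luciferase/luciferin reagent mix; Medium: PBS as buffer for the ATP substrate; Dosing: test compounds dosed from 2 mM stocks in 100% DMSO; Times: 10 min, room temperature; Signal: luminescence from luciferase reaction; Read-out: luciferase activation; Controls: No-ATP low control, compound-free enzyme-plus-ATP high control.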
APP 5'UTR act = activators of APP 5'UTR luciferase reporter, primary screen, SH-SY5Y cells. SH-SY5Y APP 5'UTR luciferase reporter, luminescence; zero percent = DMSO vehicle wells. activation, % at 2 µM. 1% of 190,000 active. AID 1276, 2008;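 active means activation above a set limit, based on mean plus 3 SD of controls, cut at about 140% in these data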; further: values of inactives mirror those of a sister screen read the other way
NF-kB neuron act = activators of NF-kB expression in neurons, primary screen, cell-based, HTS; human neuronal cells, NF-kB reporter expression; active compounds read high; fold change at 12.5 µM; 1.6% of 190,000 active; in the data active means fold change above about 3.3
TNAP inh hi DEA = human TNAP enzyme inhibitors, primary screen, biochemical, luminescent, high phosphate acceptor level, uHTS. purified TNAP, CDP-star luminescence, 1 M DEA. inhibition, % at 20 µM. 0.03% of 200,000 active. Alkaline phosphatase, tissue-nonspecific isozyme (Homo sapiens), P05186;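 active means over 50% inhibition of tissue-nonspecific alkaline phosphatase at 20 µM in the single-dose screen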;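 further: plate controls were DMSO wells for no effect and EDTA-quenched wells as full inhibition for full effect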
TNAP act hi DEA = TNAP activators at high phosphate acceptor level, primary screen, biochemical, luminescence, uHTS; Alkaline phosphatase, tissue-nonspecific isozyme (Homo sapiens), P05186; purified TNAP, CDP-star luminescence, 1 M DEA, 30 min; active compounds read high; 0 = EDTA background, 1 = DMSO-only activity; activation factor at 20 µM; 200,000 tested, under 10 active; AID 1136, 2008;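 active means activation factor at least 2 at 20 µM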
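Measured by: Luminescent substrate turnover signal | Test system: Human TNAP | Input: TNAP 1/800 final | Dosing: 20 µM single point | Schedule: 30 min, room temperature | Controls: EDTA wells as negative control, DMSO wells as positive control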
bIAP activator = bovine intestinal alkaline phosphatase activators, primary screen, biochemical, bovine IAP, CDP-star luminescence; AID 1016, 2008; purified bovine IAP, 30 min; active compounds read high; fold of DMSO-control signal, blank-subtracted; alkaline phosphatase, intestinal [Bos taurus]; 0.17% of 200,000 active; activation factor at 20 µM;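 active means activation factor of 2 or more at 20 µM, a signal rise over negative controls twice the positive control's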
The depositor's hits bear a star.

compound,FLuc inh counter,TNAP inh noacc,PMI activator,PMI act hi M6P,FLuc act counter,APP 5'UTR act,NF-kB neuron act,TNAP inh hi DEA,TNAP act hi DEA,bIAP activator
O=c1c2ccccc2c(C=Nc2ccc(S(=O)(=O)N3CCCCC3)cc2)c(O)n1-c1ccc(Cl)cn1,0,-54,1,1.1,1,-3,0.85,6,0.9,1
O=C1C2C3C=CC(C3)C2C(=O)N1Cc1ccc(CN2C(=O)C3C4C=CC(C4)C3C2=O)cc1 (stereo not given),-6,-3,1,1,1.1,-6,1.1,-4,1,0.9
COc1c(C)cccc1C(=O)NC(=S)Nc1ccc2c(c1)Cc1ccccc1-2,-5,-11,0.9,0.9,1.1,-3,1.1,-5,1,0.9
N#CCSc1nc2ccc(N3CCCCC3)cc2c(=O)n1Cc1ccccc1,-9,-4,1.2,1.3,1.1,14,1.2,-1,1,0.9
COc1cccc(/C=N/n2c(-c3n[nH]c4c3CCC4)n[nH]c2=S)c1O,12,-111,0.8,0.8,0.9,14,1.2,10,0.9,0.9
O=C(CSc1nnc(SCc2cccc3ccccc23)s1)N/N=C/c1c[nH]c2ccccc12,-3,-11,0.9,0.9,1,-3,1.1,-3,1,0.8
CC(=O)N(c1c(C)n(C)n(-c2ccccc2)c1=O)C1(C(=O)NC2CCCCC2)CCCCC1,-3,-4,0.9,1,1,-8,1.1,-1,1,0.6
Cc1cc(C(F)(F)F)n2ncc(-c3ccccc3)c2n1,-3,-8,0.9,0.9,1,21,0.97,-1,1,0.9
COc1ccc(NC(=O)CN(C)S(=O)(=O)c2ccccc2)cc1OC,-2,-11,0.8,0.8,1,-12,1,1,1,0.9
Cc1cc(-c2ccco2)n(CC(=O)NCCN(C)C)n1,-5,-11,1.1,1,1,3,1.2,-4,1,1
COc1cc(/C=N/NC(=O)C23CC4CC(CC(C4)C2)C3)cc(Br)c1O,4,2,0.9,0.9,1,26,1.8,-2,1,1
Cc1ccn2cc(CNC(=O)c3ccc(Br)o3)nc2c1,-2,-5,1,1,1,-26,1.1,-1,1,1
COc1ccc(-c2nc3nc(SC)nn3cc2C)cc1F,-3,-8,1,1.1,1,-2,1.2,0,1,1.1
Cc1csc(NC(=O)c2cc(-c3ccccc3)nc3ccccc23)n1,-4,-8,0.9,0.9,1,7,0.44,4,1,1.1
CC1(C)CC(=O)c2cc3c(N)c(C(=O)NCc4ccccc4)sc3nc2C1,-10,-8,1,1,1.1,3,1.2,-6,1.1,1
CCn1c(N)c(C(=O)NC2CCCCC2)sc1=S,-4,-8,1.1,1.1,1,-1,1.3,-6,1.1,0.9
COc1cc(/C=C/C(=O)O)cc(S(=O)(=O)N(CC(C)C)CC(C)C)c1OC,-3,-6,1.1,1.1,1,23,1.3,-2,1,1.2
c1ccc(-c2csc(-n3cccn3)n2)cc1,5,-9,1,1,1,12,1.4,-3,1,1.1
C/C(=N\NC(=O)CNc1cccc(C(F)(F)F)c1)c1cccc(Br)c1,4,-2,0.8,0.9,1,-2,1.5,0,1,1.1
O=C(NCC(c1cccs1)N1CCOCC1)c1ccccc1NS(=O)(=O)c1ccc(Br)cc1 (stereo not given),-6,-11,1,0.9,1.1,3,1.1,-7,1.1,1

Full records, quoted from the list:
Entry for c1ccc(-c2csc(-n3cccn3)n2)cc1 = FLuc inh counter = 5; TNAP inh noacc = -9; PMI activator = 1; PMI act hi M6P = 1; FLuc act counter = 1; APP 5'UTR act = 12; NF-kB neuron act = 1.4; TNAP inh hi DEA = -3; TNAP act hi DEA = 1; bIAP activator = 1.1
Entry for C/C(=N\NC(=O)CNc1cccc(C(F)(F)F)c1)c1cccc(Br)c1 = FLuc inh counter = 4; TNAP inh noacc = -2; PMI activator = 0.8; PMI act hi M6P = 0.9; FLuc act counter = 1; APP 5'UTR act = -2; NF-kB neuron act = 1.5; TNAP inh hi DEA = 0; TNAP act hi DEA = 1; bIAP activator = 1.1

Carrying on:
compound,FLuc inh counter,TNAP inh noacc,PMI activator,PMI act hi M6P,FLuc act counter,APP 5'UTR act,NF-kB neuron act,TNAP inh hi DEA,TNAP act hi DEA,bIAP activator
CCCCn1c(C(C)NC(=O)COC)nc2ccccc21 (stereo not given),-10,-4,1.1,1,1.1,0,1.1,-3,1,1
COCCn1c(SCC(=O)NC(=O)NC(C)(C)C)nc2ccccc21,-2,3,0.9,0.9,1,-13,0.99,-4,1,1
Cc1nc2ccccc2nc1OCC(=O)NCc1ccc2c(c1)OCO2,3,-3,0.9,0.9,1,-4,1.4,0,1,0.9
O=C(Nc1ccccc1C(=O)O)c1cccc(NC(=O)c2ccc(Br)o2)c1,4,-9,0.9,1,1,13,1.3,-4,1,0.9
O=C(CSc1nnnn1-c1cccc(F)c1)Nc1nc2ccccc2s1,-8,-4,1,1.1,1.1,-4,1.1,1,1,1.1
COC(=O)Cc1ccc(NC(=S)NCc2ccccc2Cl)cc1,1,-18,0.9,1,1,14,1,-2,1,0.9
CCOc1ccccc1-n1c(SCC(=O)N2CCCc3ccccc32)nnc1-c1cccnc1,1,-14,1,1.1,1,8,1,-1,1,1
Cc1nn(Cc2ccccc2)c(C)c1N,-4,-9,0.9,0.7,1,6,1.5,-1,1,1.1
CN1CCN(CC(=O)Nc2nc(-c3c[nH]c4ccccc34)cs2)CC1,12,-13,1.1,0.9,0.9,44,0.88,-2,1,1.1
Cc1ccccc1Nc1cc(C)c2c(O)cccc2n1,24,-9,0.9,0.7,0.8,21,1.5,-3,1,0.8
O=C(CSCc1c(Cl)cccc1Cl)N1CCOCC1,0,-9,0.8,0.8,1,-1,1,-5,1.1,1
CC(C)c1ccc(NC(=O)Cn2cccc2C2=NC(c3ccccc3)CO2)cc1 (stereo not given),1,-7,0.9,0.9,1,-11,0.94,-5,1.1,1.1
O=C(NCc1ccccn1)c1ccc(Cl)cc1Cl,0,-7,0.9,1,1,7,1.6,0,1,0.9
COc1ccc(NC(=O)CCc2c(C)nc3nc(C)nn3c2C)cc1,-8,-18,1,1,1.1,12,1.3,-6,1.1,1
CSc1nnc(NC(=O)c2cc3ccccc3oc2=O)s1,-3,-19,1,1,1,-18,1.8,-4,1,0.8
O=C(c1ccc(F)cc1)N1CCN(c2cnn(-c3ccccc3)c(=O)c2Cl)CC1,-3,-4,0.9,0.9,1,3,0.96,-2,1,1.1
CC(=O)C1=C(O)CC(c2ccccc2)CC1=NCCc1ccccc1 (stereo not given),2,-9,1.1,1.1,1,-13,1.1,0,1,0.9
COc1ccc(-c2nc(CS(=O)CC(=O)N3CCc4ccccc4C3)c(C)o2)cc1 (stereo not given),-5,0,1.1,1.1,1.1,7,1.2,-6,1.1,1
CCOC(=O)/C(C#N)=C1/C=CN(C)C(C)=N1,-2,-9,1,1,1,9,1.2,-2,1,1
CC1Cc2ccccc2N1C(=O)C1CCCN1S(=O)(=O)c1ccc(Cl)cc1 (stereo not given),-7,-10,0.9,0.9,1.1,6,1.8,-3,1,0.9

Compounds above that have an aryl methoxy group (8):
compound,FLuc inh counter,TNAP inh noacc,PMI activator,PMI act hi M6P,FLuc act counter,APP 5'UTR act,NF-kB neuron act,TNAP inh hi DEA,TNAP act hi DEA,bIAP activator
COc1c(C)cccc1C(=O)NC(=S)Nc1ccc2c(c1)Cc1ccccc1-2,-5,-11,0.9,0.9,1.1,-3,1.1,-5,1,0.9
COc1cccc(/C=N/n2c(-c3n[nH]c4c3CCC4)n[nH]c2=S)c1O,12,-111,0.8,0.8,0.9,14,1.2,10,0.9,0.9
COc1ccc(NC(=O)CN(C)S(=O)(=O)c2ccccc2)cc1OC,-2,-11,0.8,0.8,1,-12,1,1,1,0.9
COc1cc(/C=N/NC(=O)C23CC4CC(CC(C4)C2)C3)cc(Br)c1O,4,2,0.9,0.9,1,26,1.8,-2,1,1
COc1ccc(-c2nc3nc(SC)nn3cc2C)cc1F,-3,-8,1,1.1,1,-2,1.2,0,1,1.1
COc1cc(/C=C/C(=O)O)cc(S(=O)(=O)N(CC(C)C)CC(C)C)c1OC,-3,-6,1.1,1.1,1,23,1.3,-2,1,1.2
COc1ccc(NC(=O)CCc2c(C)nc3nc(C)nn3c2C)cc1,-8,-18,1,1,1.1,12,1.3,-6,1.1,1
COc1ccc(-c2nc(CS(=O)CC(=O)N3CCc4ccccc4C3)c(C)o2)cc1 (stereo not given),-5,0,1.1,1.1,1.1,7,1.2,-6,1.1,1

(more compounds)
compound,FLuc inh counter,TNAP inh noacc,PMI activator,PMI act hi M6P,FLuc act counter,APP 5'UTR act,NF-kB neuron act,TNAP inh hi DEA,TNAP act hi DEA,bIAP activator
CC(C)CCN1C(=O)c2ccc(C(=O)Nc3c[nH]c(=O)[nH]c3=O)cc2C1=O,0,5,1.1,0.9,1,4,1.1,2,1,1
COc1ccc(NC(=O)c2cc(-c3cccnc3)nc3c(C)c(C)ccc23)c(OC)c1,-2,-4,0.9,1,1,-26,0.97,0,1,0.9
Cc1cc(NC(=O)CSc2nc(C3CC3)nc3sc(C)c(C)c23)no1,-5,-14,1.1,1.1,1,-9,0.89,-8,1.1,0.8
COc1ccc(NC(=S)SC)cc1OC,4,0,0.9,0.7,1,-2,1,0,1,1.1
Cc1onc(-c2ccccc2Cl)c1C(=O)Nc1nnc(-c2ccc(F)cc2)s1,2,-8,0.9,0.9,1,-9,0.91,-2,1,0.9
O=C1CCC(C(=O)OCC(=O)N2N=C3/C(=C/c4ccccc4)CCCC3C2c2ccccc2)N1 (stereo not given),-8,-2,0.9,0.9,1.1,-8,0.96,-5,1.1,1
O=C(C1CC1c1ccccc1)N1CCN(c2cccc(Cl)c2)CC1 (stereo not given),-3,-14,0.9,0.9,1,-2,1.1,-10,1.1,1
COc1ccc(-c2noc(CCCC(=O)Nc3ccc(C(N)=O)cc3)n2)cc1,10,-10,1,0.9,0.9,-12,0.59,-4,1,0.9
O=C(NC(=S)Nc1ncccn1)c1ccccc1Cl,12,2,1.1,1.1,0.9,20,1.7,-6,1.1,1.1
OCc1cn(-c2ccccc2)nc1-c1cc2ccccc2o1,29,-8,1,0.9,0.7,86,9.7*,-6,1.1,1.1
COc1ccc(-c2cc(CCCC(=O)NCc3ccccn3)no2)cc1,48,-9,0.9,0.9,0.5,2,1.2,-3,1,1.1
CC1CCC/C(=N\NC(=S)NCc2ccccc2)C1 (stereo not given),-5,8,1.5,1.9,1.1,6,1.3,2,1,0.5
CN(C)c1nc(SCCOC(=O)Nc2ccccc2)nc(N(C)C)n1,0,-11,0.9,1,1,-1,1,-6,1.1,1.1
CCC(=O)Nc1nc(=S)ss1,2,-22,0.7,1,1,-9,1.1,-3,1,1
CSc1ncccc1C(=O)OCc1ccc([N+](=O)[O-])cc1,9,-6,1,0.9,0.9,21,1.2,-4,1,1
